EBV gp42 inh = blocks Epstein-Barr virus glycoprotein 42 binding; Q1HVG2; Fluorescence polarization binding assay, mP read-out; inhibition, % (tested at 21.74 µM); 0.42% of 220,000 active; AID 1085; in the data active means inhibition above about 50%
TRPN1 ag = zebrafish TRPN1 (NompC) channel agonism; HEK293 zebrafish TRPN1-YFP, Fluo-8 calcium fluorescence; 100% = response to 87 µM carbachol; AID 1424; 0.18% of 220,000 active; activation, % at 3 µM;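 active means activation above its plate's cutoff, the mean activation of test wells on that plate plus 3 SD, cut at about 19% in these data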;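 further: 0% = DMSO alone and 100% = 87 µM carbachol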
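System: zebrafish TRPN1-YFP in HEK293 cells / Dosing: 3 µM single point / Timing: dye loading 1 h at 37 °C, then 30 min room temperature / Signal: Fluo-8 calcium fluorescence, excitation 470-495 nm, emission 515-575 nm / Read-out basis: percent activation from peak over basal fluorescence ratio, control-normalized / Control set: high carbachol 87 µM, low DMSO alone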
Tb hexokinase = T. brucei hexokinase 1 inhibition. recombinant TbHK1, G6PDH-coupled NADH A340. inhibition, % at 10 µM. 0.11% of 220,000 active. AID 1430;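 active means inhibition of 50% or more in the single-dose primary screen; inactive means inhibition below 50%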
Thrombin inh = blocks human thrombin protease activity; P00734; alpha-thrombin, Boc-VPR-AMC fluorogenic substrate cleavage; inhibition, % at 5 µM; 0.26% of 220,000 active; AID 1046;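 active means inhibition at or above 40%; inactive means inhibition below 40%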;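 further: 0% = enzyme with no compound and 100% = wells without enzyme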
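Material: human alpha-thrombin enzyme / Medium: pH 7.5 Tris (50 mM) with NaCl 150 mM, Tween 20 0.05% / Compound: single-point dosing at 5 µM, 0.2% DMSO / Incubation: enzyme reaction carried out at room temperature / Detection: AMC fluorescence, 355/460 nm / Read-out basis: percent inhibition scaled between no-compound controls and no-enzyme blanks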
Cl transport mod = modulators of human KCC2 chloride dependent transport. Q9H2X9. KCC2 cells, thallium flux FluoZin-2 fluorescence. B-score of Tl+ flux slope (higher = more flux/activation; lower = inhibition) at 10 µM. 2.2% of 190,000 active;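 active means thallium flux slope and its plate-corrected score both differing from the plate sample mean at a set confidence after two filtering rounds, in either direction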;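 further: slope of fluorescence scaled to starting intensity during 10 to 20 s after thallium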
Target sequence (Q9H2X9 whole entry, looked up): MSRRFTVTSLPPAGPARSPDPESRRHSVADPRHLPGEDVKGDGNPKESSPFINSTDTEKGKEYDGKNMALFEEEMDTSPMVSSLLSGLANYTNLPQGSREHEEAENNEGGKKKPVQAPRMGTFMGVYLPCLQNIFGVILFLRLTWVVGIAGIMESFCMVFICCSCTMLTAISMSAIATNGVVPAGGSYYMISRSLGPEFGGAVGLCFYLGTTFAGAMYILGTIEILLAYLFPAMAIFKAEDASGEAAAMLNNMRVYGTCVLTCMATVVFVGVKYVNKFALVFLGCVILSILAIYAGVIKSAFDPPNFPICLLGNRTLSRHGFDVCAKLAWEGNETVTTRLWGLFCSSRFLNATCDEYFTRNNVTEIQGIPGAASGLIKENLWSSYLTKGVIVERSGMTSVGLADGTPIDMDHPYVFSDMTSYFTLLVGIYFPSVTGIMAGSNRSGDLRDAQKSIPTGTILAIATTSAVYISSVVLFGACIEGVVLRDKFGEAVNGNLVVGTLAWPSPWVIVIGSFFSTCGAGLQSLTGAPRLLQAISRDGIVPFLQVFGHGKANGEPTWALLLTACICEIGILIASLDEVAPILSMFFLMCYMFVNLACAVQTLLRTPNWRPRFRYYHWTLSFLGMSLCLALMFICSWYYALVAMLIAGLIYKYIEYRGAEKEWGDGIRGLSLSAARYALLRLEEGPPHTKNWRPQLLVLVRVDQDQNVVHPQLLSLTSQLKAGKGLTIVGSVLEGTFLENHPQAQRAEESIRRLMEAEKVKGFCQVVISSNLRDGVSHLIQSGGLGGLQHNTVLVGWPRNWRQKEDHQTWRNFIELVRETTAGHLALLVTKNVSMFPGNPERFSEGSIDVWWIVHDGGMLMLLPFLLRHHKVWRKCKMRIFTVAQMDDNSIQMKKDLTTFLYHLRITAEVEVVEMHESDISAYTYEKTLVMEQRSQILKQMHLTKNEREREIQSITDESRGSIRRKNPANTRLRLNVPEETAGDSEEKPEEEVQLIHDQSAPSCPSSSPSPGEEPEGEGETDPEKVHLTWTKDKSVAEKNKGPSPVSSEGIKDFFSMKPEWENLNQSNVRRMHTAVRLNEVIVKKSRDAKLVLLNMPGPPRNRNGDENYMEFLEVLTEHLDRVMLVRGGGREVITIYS
m-calpain inh = blocks pig calpain II enzyme activity; purified calpain II, fluorogenic peptide substrate, 30 min; inhibition, % at 16 µM; 0.37% of 220,000 active; AID 1236;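 active means inhibition above about 50%, limit read from the data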
TRPML3 ag = activates the human TRPML3 channel. Q8TDD5. HEK293 TRPML3-YFP, Fluo-8 calcium fluorescence; 100% = the carbachol control signal. activation, % at 3 µM. 0.29% of 220,000 active. AID 1448;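 active means activation above its plate's cutoff, the mean activation of the plate's test wells plus 3 SD, cut at about 12% in these data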;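 further: 0% = DMSO only wells and 100% = carbachol wells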
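Test system: HEK293 cells stably carrying human TRPML3-YFP; Doses: single dose, 3 µM final nominal compound, 0.3% DMSO final; Schedule: dye loading 1 h 37 °C then 30 min ambient, 125 s read; Technique: Fluo-8 calcium fluorescence; Benchmarks: high control carbachol 87 µM, low control DMSO.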
PPC-1+TRAIL kill = kills PPC-1 cancer cells in the presence of TRAIL; PPC-1 cells + TRAIL, ATPLite viability luminescence; cell killing (% activity), % at 4 µM; 0.41% of 220,000 active; AID 1443;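 active means cell killing above 50% in the first pass at 4 µM, then a duplicate retest at 5 µM averaging 50% or more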;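 further: plate controls were cells with TRAIL plus DMSO for no effect and medium-only wells lacking cells for full effect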
Furin inhibitor = human furin inhibition; purified furin, fluorogenic substrate cleavage; 0.061% of 220,000 active; P09958; inhibition, % at 30 µM; in the data active means inhibition above about 25%; further: inactives centre near -15
Active calls of the source: *; nt = not tested or not shown; [ ] = dose if it differs, or a comment.

Each structure is followed by: EBV gp42 inh	TRPN1 ag	Tb hexokinase	Thrombin inh	Cl transport mod	m-calpain inh	TRPML3 ag	PPC-1+TRAIL kill	Furin inhibitor
- CCSC1=C(C#N)C(c2ccc(OC)c(OC)c2)CC(=O)N1 (centres undefined)
→ -2	0.7	-3	-8	2.4	-27	0.6	12	-13
- C=CCc1ccccc1OCC(O)CNC(C)C (centres undefined)
→ -12	-0.6	-6	nt	1.6	8	0.5	8	-9
- COc1ccc(C2NC(=O)C(C#N)=C(S)N2c2ccc(C)cc2)cc1OC (centres undefined)
→ -7	0.0	2	-5	0.014	36	-0.1	29	-17
- COc1ccc(COC(=O)NNC(=O)c2ccc(OC)cc2)cc1
→ -13	-0.1	2	-1	nt	-15	-0.2	14	-14[20 µM]
- CC(C)CCN(CCC(C)C)C(=O)Cc1c(O)c2ccccc2[nH]c1=O
→ -8	-1.1	-10	0	-0.25	-25	-0.1	4	-23
- CNC(=O)c1csc(-c2ccncc2)n1
→ -14	0.6	-3	-1	nt	-4	0.8	-5	-15[20 µM]
- O=C(O)c1ccc(-n2nnnc2SCc2ccccc2)cc1
→ -5	1.9	2	-2	nt	18	0.8	11	-19[20 µM]
- CCOc1ccc2[nH]c3c(N4CCC5(CC4)OCCO5)ncnc3c2c1
→ -8	0.7	7	-10	-2	-297	0.1	26	-17
- Cc1cc(C)cc(SCc2noc(C(=O)NCC3CCCO3)c2C(=O)O)c1 (centres undefined)
→ -24	0.3	-2	-3	-0.12	-25	0.7	18	-22[20 µM]
- NC(=O)COc1c(-c2ccco2)oc2ccccc2c1=O
→ -3	-0.3	-9	1	nt	-139	0.6	-11	-9
- O=C(N/N=C/c1ccncc1)NC12CC3CC(CC(C3)C1)C2
→ -10	1.6	4	0	0.23	27	-0.3	6	0
- CCOC(=O)Cc1cnc(N)s1
→ -4	0.1	-1	-13	0.41	16	-0.1	12	-11
- CCN(C(=O)c1cc2c(=O)[nH]c3ccc(C)cc3c2s1)c1ccccc1C
→ -4	0.4	-18	-6	-2.1	-50	0.7	1	-22
- O=C1CSC2(N1)C1CC3CC(C1)CC2C3 (centres undefined)
→ -9	1.0	2	-15	0.81	1	0.5	1	-15
- COc1ccccc1N1CCN(C(=O)c2ccc3[nH]c4c(c3c2)CCCC4)CC1
→ -24	0.8	-6	-6	0.24	7	0.1	1	-25
- Cc1cc2nc(SCC(=O)Nc3ccccc3C(=O)O)[nH]c2cc1C
→ 1	-0.5	5	-13	-0.98	21	0.3	45	-3
- COc1ccc(N2CCN(CCOc3ccc4c(C)cc(=O)oc4c3)CC2)cc1
→ -7	-0.2	-18	1	0.93	-21	1.1	9	-21
- CCCCCCOc1ccc(-c2ccc(C#N)cn2)cc1
→ -8	-0.4	-1	-4	nt	-283	0.1	2	-13[20 µM]
- CCCCN(CCCC)Cc1cc2ccccc2c2c1COC2
→ -9	-1.8	1	-3	nt	-30	0.4	8	-18[20 µM]
- CCc1ccc(NC(=O)CSC2=C(C#N)C(c3ccco3)C3=C(CCCC3=O)N2)cc1 (centres undefined)
→ -15	2.6	-1	7	nt	-23	0.7	10	-17
- Cc1ccc(S(=O)(=O)N2CCCC(C(=O)Nc3cccnc3)C2)cc1 (centres undefined)
→ -21	0.0	4	5	0.35	-2	0.7	-15	-7[20 µM]
- C#CCOCCOCCOCCNc1nc(N2CCN(C(=O)C([C@@H](C)CC)n3cc(C(N)Cc4ccc(O)cc4)nn3)CC2)nc(N2CCN(C(=O)[C@H](CCC(=O)O)n3cc(C(N)CO)nn3)CC2)n1 (some centres undefined)
→ -11	0.1	-15	-2	1.6	8	0.5	-1	-13
- CC(=O)NS(=O)(=O)c1ccc(Nc2ccc([N+](=O)[O-])c3nonc23)cc1
→ -51	3.3	-24	1	-0.1	10	2.5	32	9
- CC(=O)OCCCN1c2ccccc2Nc2nnc(-c3ccccc3)cc21
→ 3	0.9	4	-3	-1.2	15	0.1	25	-24[20 µM]
- Cc1ccc(-c2ccc(=O)n(CCC(=O)NCCN3CCCCC3C)n2)cc1 (centres undefined)
→ -8	-0.7	0	1	-0.062	-73	0.1	14	-23[20 µM]
- NNC(=O)c1cccc(COCC(F)(F)C(F)F)c1
→ -8	-0.2	0	-7	-0.62	20	0.1	10	-17
- CCOC(=O)c1c(C)[nH]c(C)c1C(=O)COC(=O)/C=C/c1cccc(Cl)c1
→ -7	-1.3	0	3	1.1	13	0.4	14	-10
- CCCC[C@@H]1CNC(=O)C(=O)N1CC(C)(C)C
→ -11	nt	-6	-1	0.24	-9	nt	4	-25
- CCOC(=O)N1CCC(NC(=O)C2CCCN(Cc3nc(-c4cccc(Cl)c4)oc3C)C2)CC1 (centres undefined)
→ -7	8.0	-22	1	-0.81	-34	2.2	26	-28
- Cn1cc(C(=O)NCN2CCCCC2)c2ccccc21
→ -9	-0.6	-3	-2	0.2	-6	0.6	-7	-16[20 µM]
- CCOc1cc(NC(=S)NCC2CCCO2)c(OCC)cc1NC(=O)c1cccc(F)c1 (centres undefined)
→ -9	-1.1	-4	-9	-1.2	11	-0.2	-1	-21
- CCOC(=O)c1c(C)n(C)c2ccc(OCCN(C)C)cc12
→ 6	1.0	6	-3	1.2	-27	0.6	9	-25[20 µM]
- O=C(/C=C/c1cccc(Cl)c1)NCc1cccs1
→ 6	-0.9	7	8	-0.53	26	-0.2	-10	3
- Cc1c(C(=O)c2cccc(F)c2)c2ccccn2c1CCC#N
→ -4	0.1	-10	7	-0.38	-4	0.1	15	-26
- Cc1csc(NC(=O)CSc2nc3ccccc3c(=O)[nH]2)n1
→ -11	0.0	0	7	-0.88	14	-0.3	-22	-22
- O=C(O)CCC(=O)Nc1nc2ccc([N+](=O)[O-])cc2s1
→ -2	-0.1	-27	15	-0.9	23	0.5	3	-14
- CCOC(=O)c1cnc2ccc(Cl)cc2c1N1CCN(C)CC1
→ -20	0.1	-15	1	nt	-5	0.7	24	-8[20 µM]
- COc1cc(CN2CCNC(=O)C2CC(=O)O)cc(OC)c1 (centres undefined)
→ -3	0.6	6	-14	-0.47	19	0.8	-6	-16
- CCCN1CCN(c2ccc([N+](=O)[O-])cc2C#N)CC1
→ -8	1.3	-19	3	-0.058	6	0.7	16	-17
- O=C(O)CN1C(=O)c2ccc(Oc3ccc4c(c3)C(=O)N(CC(=O)O)C4=O)cc2C1=O
→ -24	3.7	-17	-1	1.7	29	0.6	-15	-21
- COc1cc(C(=O)Nc2ccc3c(c2)OCCO3)ccc1-n1cnnn1
→ -14	0.1	5	0	nt	-6	0.0	8	-18
- Cc1cc(C(=O)Cn2cc(C(F)(F)F)ccc2=O)c(C)n1-c1ccccc1
→ -10	-0.1	-6	2	-0.67	8	0.0	17	-17
- CC(C)(C)c1ccc(OCC(=O)N/N=C/c2ccc(N3CCOCC3)cc2)cc1
→ 3	-0.2	-21	-5	-0.72	-99	0.5	13	-22
- O=C(CCCCCn1c(=S)[nH]c2ccc(N3CCOCC3)cc2c1=O)NCc1cccc(Cl)c1
→ -8	1.2	-14	-6	-0.52	-213	1.1	13	-29
- O=C(CN1CCOCC1)NCCNC(=O)CN1CCOCC1
→ -16	-1.3	6	3	nt	-20	1.0	-1	-22[20 µM]
- c1ccc2c(CN3CCOCC3)c3ccccc3c(CN3CCOCC3)c2c1
→ -6	-0.7	-3	-3	1.5	-6	0.8	15	-33[20 µM]
- CC(C)c1ccc(NC(=O)CSc2nc3c(c(=O)[nH]2)CCC3)cc1
→ -5	-0.2	-2	0	-0.075	10	0.2	-3	-11
- O=C(Nc1cccnc1)c1ccc(S(=O)(=O)c2ccc(Cl)cc2)cc1
→ 2	7.0	2	5	-1.4	6	4.6	14	-31
- O=C(Nc1ccc(Br)cc1)c1ccc(CSC2=NCCS2)cc1
→ -24	7.8	5	-2	0.014	21	1.8	16	-17
- CCOc1ccc(NC(=O)COc2ccc(OC)cc2)cc1
→ -1	-0.8	8	-8	nt	26	0.0	4	-15
- CN1C(=O)C(O)(C2OC(C)(C)CCC2=O)c2ccccc21 (centres undefined)
→ -22	1.6	-7	7	0.016	-10	1.1	-19	-14[20 µM]
- Cc1cccn2c(=O)c(/C=C(\C#N)S(=O)(=O)c3ccccc3)c(N3CCN(C)CC3)nc12
→ 7	1.0	-10	-4	-1.4	4	0.8	-7	-23
- O=C(O)CC1NC(=O)N(c2ccc(Cl)cc2)C1=O (centres undefined)
→ -9	2.0	4	-2	0.47	-45	-0.4	9	-29
- COc1ccccc1Nc1nnc(SCC(=O)N2CCCC2=O)s1
→ -31	0.7	-6	2	-0.25	-20	0.2	22	-23
- COc1ccc(C(CNC(=O)c2cc(C)oc2C)N2CCOCC2)cc1 (centres undefined)
→ -12	-0.5	4	-1	nt	-10	-0.4	-4	-11[20 µM]
- COc1ccc(-c2c(C#N)c(N)n(N)c(=O)c2C#N)cc1Cl
→ 4	0.7	-32	3	nt	12	0.6	6	2
- CCOC(=O)NNC(=O)CCn1c2c(c3ccccc31)CCCC2
→ -7	-0.1	-9	2	-0.44	-10	0.3	7	-21
- COc1ccc(/C=N/NC(=O)CC(=O)NCc2cccnc2)cc1
→ -16	0.6	0	1	nt	-24	1.0	32	-18[20 µM]
- COc1ccc2[nH]c(=O)c(CN(C(=O)c3ccncc3)C(C)C)cc2c1
→ -7	1.8	-9	-7	-0.073	-117	0.8	37	-5[20 µM]
- CCOC(=O)CC1C(=O)NCCN1S(=O)(=O)c1cc(Cl)c(Cl)cc1Cl (centres undefined)
→ 2	1.3	-3	-8	1.5	-8	0.2	-5	-15

(continued)
Each structure is followed by: EBV gp42 inh	TRPN1 ag	Tb hexokinase	Thrombin inh	Cl transport mod	m-calpain inh	TRPML3 ag	PPC-1+TRAIL kill	Furin inhibitor
- c1ccc(-c2ccc3c(c2)NC(C2Nc4cc(-c5ccccc5)ccc4O2)O3)cc1 (centres undefined)
→ -14	1.2	-23	5	0.24	-12	0.6	4	-11
- COc1ccc(-c2cn3cccnc3n2)cc1NC(=O)C1CCCC1
→ -3	1.0	-31	2	nt	-373	0.5	5	-26
- Cc1cccc(C)c1NC(=S)N(CCN(C)C)C(C)c1cccnc1 (centres undefined)
→ -12	-0.3	-3	0	-0.041	17	-0.1	12	-21
- CC1(C)OC(=O)C(=CNc2ccccn2)C(=O)O1
→ -7	4.5	-29	-6	-0.021	-17	0.6	0	14
- O=C(Nc1cccc(N=Cc2cc(Br)cc(Br)c2O)c1)c1ccco1
→ 38	0.4	-3	4	-3	-22	-0.6	9	-14
- Cc1nc(N2CCOCC2)nc(OCCN(C)C)c1[N+](=O)[O-]
→ -4	0.1	-13	-2	0.41	5	0.2	24	-13

Compound activity: PubChem BioAssay, several laboratories
